Screens: PubChem BioAssay, National Center for Advancing Translational Sciences (NCATS)
LDHA inh = blocks human lactate dehydrogenase A; AID 1347041; purified LDHA, NADH/diaphorase-resazurin fluorescence; active compounds read low; activity change, % (values are at about 110 or 230 µM); 0.15% of 480,000 active; in the data active means activity change below about -30%; inconclusive means mostly about -25% to -30%;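 further: plate controls were DMSO wells for no effect and wells without enzyme for full effect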
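Human LDH5 (2 nM) was incubated with 0.06 mM NADH and 0.2 mM pyruvate for 5 min at room temperature in Tris pH 7.4. Remaining NADH was coupled through diaphorase/resazurin, and resorufin fluorescence was read at 0 and 20 min.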
Apoferritin bind = binds horse apoferritin like a general anesthetic | P02791 | 0.074% of 350,000 active | apoferritin/1-aminoanthracene competitive binding, fluorescence | Potency, µM (series often up to 77.5 µM), inactives show at the highest dose activity change, negative = displacement, hits mostly inhibitors; further: potency means the concentration at half of the fitted maximal effect; on the % scale 0 is the no-effect control and ±100 the full control effect; nearly all actives have a fitted effect of over 20% in size
Target sequence (P02791 2-175 limits assumed): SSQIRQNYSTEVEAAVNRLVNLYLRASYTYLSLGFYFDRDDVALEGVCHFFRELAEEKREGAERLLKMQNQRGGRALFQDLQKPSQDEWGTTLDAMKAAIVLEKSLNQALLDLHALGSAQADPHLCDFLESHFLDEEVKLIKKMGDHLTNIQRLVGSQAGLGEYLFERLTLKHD
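Read-out: endpoint 1-AMA fluorescence, excitation 380 nm and emission 535 nm, after compounds sit 10 min at room temperature with 10 uM horse-spleen apoferritin in 50% saturated 1-AMA/PBS. Values come from four-parameter Hill fits.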
POLB inh = blocks human DNA polymerase beta activity. P06746. Pol beta primer extension/strand displacement, fluorescence kinetic. Potency, µM (highest dose often 114 µM), inactives show at the highest dose activity change, negative = inhibition, usual class: inhibitors. 1.3% of 340,000 active. AID 485314; further: potency means the concentration at half of the fitted maximal effect; on the % scale 0 is the no-effect control and ±100 the full control effect
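Pol beta (10 nM) was preincubated with compound for 15 min at room temperature. The reaction was then started with 50 nM substrate and read immediately and after a further 10 min at room temperature.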
POLK inh = inhibitors of human DNA polymerase kappa | AID 588579 | Q9UBT6 | 0.53% of 400,000 active | purified Pol kappa, fluorescent DNA synthesis assay, 10 min | Potency, µM (titrated, usually from 107 µM), without a hit: at the top dose activity, negative = inhibition, actives largely listed as inhibitors; further: potency means the concentration at half of the fitted maximal effect; on the % scale 0 is the no-effect control and ±100 the full control effect
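Kinetic fluorescence screen: compound preincubated 15 min RT with 10 nM enzyme; 50 nM substrate (final) initiates; reads at 0/10 min.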
GRP78 ERSR act = inducers of ER stress response in human glioma cells | U87-MG GRP78 promoter luciferase reporter, 16 h | Potency, µM, for inactives: at the highest dose activation, actives largely listed as activators | 0.02% of 420,000 active | AID 602332; further: potency means the concentration at half of the fitted maximal effect; series mostly up to about 76 µM; % of control where 0% means no effect; nearly all actives have a fitted effect of over 35% in size
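ERSR induction read as luciferase luminescence (Bright-Glo, 10 min at room temperature) in stably transfected human U87-MG glioma cells exposed to compounds for 16 h, using GRP78 as sensor.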
APE1 inh = inhibitors of human APE1 endonuclease; recombinant APE1, TAMRA/BHQ-2 abasic DNA cleavage fluorescence; Potency, µM (top dose mostly 65.8 µM), for the others: top-dose activity change, negative = inhibition, hits mostly inhibitors; 0.35% of 350,000 active;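 further: potency means the concentration at half of the fitted maximal effect; plate controls were vehicle for no effect and reference inhibitor for full effect; nearly all actives have a fitted effect of over 55% in size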
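APE1 at 0.75 nM final was preincubated with compound 15 min at room temperature, then 50 nM double-stranded THF abasic-site substrate (5'-TAMRA/3'-BHQ-2) was added. Fluorescence (ex 525/em 598 nm) was read kinetically; third-minus-first read gave activity.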
POLH inh = blocks human DNA polymerase eta activity; Q9Y253; recombinant Pol eta, fluorescent DNA replication assay; Potency, µM (titrated, usually from 114 µM), for inactives: at the highest dose activity change, negative = inhibition, usual class: inhibitors; 1.2% of 390,000 active; further: potency means the concentration at half of the fitted maximal effect; on the % scale 0 is the no-effect control and ±100 the full control effect
Target sequence (Q9Y253 whole entry, looked up): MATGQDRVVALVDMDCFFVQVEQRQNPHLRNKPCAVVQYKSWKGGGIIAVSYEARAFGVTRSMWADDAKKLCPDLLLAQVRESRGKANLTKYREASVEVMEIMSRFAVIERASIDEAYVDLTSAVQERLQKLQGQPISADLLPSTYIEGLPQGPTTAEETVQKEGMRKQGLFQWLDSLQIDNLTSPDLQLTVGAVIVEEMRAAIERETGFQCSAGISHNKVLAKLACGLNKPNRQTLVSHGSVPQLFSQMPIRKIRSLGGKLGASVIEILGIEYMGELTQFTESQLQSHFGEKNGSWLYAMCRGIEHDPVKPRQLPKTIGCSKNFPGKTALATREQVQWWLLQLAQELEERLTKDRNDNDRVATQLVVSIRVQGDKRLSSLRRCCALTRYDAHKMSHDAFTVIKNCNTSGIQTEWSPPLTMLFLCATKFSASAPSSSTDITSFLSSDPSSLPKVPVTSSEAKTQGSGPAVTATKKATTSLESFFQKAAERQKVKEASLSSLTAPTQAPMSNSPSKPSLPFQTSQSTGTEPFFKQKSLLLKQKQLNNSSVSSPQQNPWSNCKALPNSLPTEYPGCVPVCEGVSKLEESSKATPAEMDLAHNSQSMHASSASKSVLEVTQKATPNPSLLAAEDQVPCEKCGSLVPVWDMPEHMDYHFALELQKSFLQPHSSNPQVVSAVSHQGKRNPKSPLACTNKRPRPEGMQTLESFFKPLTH
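Pol eta at 10 nM preincubated with compounds 15 min at room temperature; reaction started with fluorescent substrate (50 nM final) and read kinetically at 0 and 10 min.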
BLM helicase inh = inhibitors of human Bloom syndrome helicase BLM; 0.2% of 350,000 active; recombinant BLM DNA unwinding, fluorescence dequenching; Potency, µM (doses to about 56.1 µM), inactives show at the highest dose activity change, negative = inhibition, most hits filed as inhibitors; AID 2528; P54132;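 further: potency means the concentration at half of the fitted maximal effect; plate controls were vehicle for no effect and no enzyme for full effect; nearly all actives have a fitted effect of over 35% in size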
POLI inh = inhibitors of human DNA polymerase iota; Q9UNA4; Potency, µM (highest dose often 115 µM), for inactives: at the top dose activity, negative = inhibition, hits mostly inhibitors; 1% of 390,000 active; Pol iota fluorescent replication assay, 10 min; further: potency means the concentration at half of the fitted maximal effect
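Pol iota at 10 nM preincubated 15 min with compounds at room temperature; reaction started with fluorescent substrate, 50 nM final. Fluorescence read kinetically at 0 and 10 min; buffer-only wells as negative control.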
* = called active by the depositor; ? = inconclusive; . = no result given; [ ] = another dose, or the depositor's remark. Unless noted, the call rests on the fitted dose curve; in most records, active means well fitted curve in the direction sought with a large enough effect; inconclusive means small, poorly fitted or top-dose-only effect, or another doubt; inactive means no such curve, though single readings can be large; an effect the other way counts as inactive or inconclusive. These rows are one share of the data (hit frequency here may not be typical).

Short keys: A = LDHA inh; B = Apoferritin bind; C = POLB inh; D = POLK inh; E = GRP78 ERSR act; F = APE1 inh; G = POLH inh; H = BLM helicase inh; I = POLI inh
COc1cc(C(=O)NC(C(=O)Nc2cccc(C(C)=O)c2)C(C)C)cc(OC)c1OC (stereo unspecified)
  A: -13	B: ?	C: 2%	D: -4%	E: -2%	F: -3%	G: -5%	H: -3%	I: 34%[activator]
CC(=O)c1ccc(NC(=O)CC23CC4CC(C2)CC(n2nnc(C)n2)(C4)C3)cc1
  A: 0	B: -17%	C: 6%	D: 6%	E: 0%	F: -2%	G: -1%	H: -8%	I: 18%
Cc1ccc(N(CC(=O)Nc2cc(C)ccc2C)S(C)(=O)=O)cc1
  A: -5	B: -11%	C: 3%	D: -17%	E: 0%	F: -7%	G: ?	H: -2%	I: ?
CCOc1ccc(C(=O)NC(=S)N(Cc2ccccc2)Cc2ccccc2)cc1
  A: -2	B: 4%	C: 13%	D: -11%	E: 7%	F: -6%	G: -13%	H: -6%	I: -25%
Cc1ccc(N(Cc2cc3ccccc3[nH]c2=O)C(=O)c2ccco2)c(C)c1
  A: -4	B: ?	C: 11%	D: -1%	E: -3%	F: -2%	G: -2%	H: -6%	I: 0%
CC1Cc2cc(/C(O)=C3\C(=O)C(=O)N(Cc4ccncc4)C3c3ccccc3F)ccc2O1 (stereo unspecified)
  A: -5	B: -5%	C: 22%	D: -14%	E: -1%	F: 4%	G: 4%	H: 2%	I: -9%
COc1ccccc1CNS(=O)(=O)c1ccc(-n2cnnn2)c(OC)c1
  A: -1	B: 1%	C: 22%	D: -16%	E: -4%	F: -15%	G: -10%	H: -1%	I: 4%
CCn1c(SCC(=O)Nc2cc(C)on2)nc2c(c1=O)SCC2
  A: -7	B: -5%	C: -1%	D: -12%	E: -5%	F: -4%	G: -11%	H: -4%	I: 15%
COC(=O)c1cc(NC(=O)CSc2nnc(N)s2)ccc1Cl
  A: 0	B: -9%	C: -3%	D: 1%	E: -1%	F: 14%	G: -5%	H: -11%	I: 6%
N#Cc1ccccc1S(=O)(=O)N1CCN(C(=O)c2ccc(-n3cncn3)c([N+](=O)[O-])c2)CC1
  A: 3	B: .	C: .	D: 4%	E: -7%	F: -8%	G: 1%	H: .	I: -20%
COC(=O)c1c(NC(=O)CCCOc2ccc(C(C)(C)C)cc2)sc2c1CCC(C)C2 (stereo unspecified)
  A: 1	B: 1%	C: -6%	D: -8%	E: -3%	F: .	G: -8%	H: -7%	I: 1%
Cc1ccc(S(=O)(=O)NCC(=O)OCC(=O)NC(=O)NC2CCCC2)cc1
  A: -9	B: -8%	C: -9%	D: -19%	E: -1%	F: 1%	G: -14%	H: -5%	I: 37%[activator]
C/C(=N\OC(=O)c1cccc(C(F)(F)F)c1)c1sc(-c2ccccc2)nc1C
  A: 0	B: 3%	C: 0%	D: 6%	E: -1%	F: 2%	G: -16%	H: -2%	I: 4%
COCCn1c(SCC(=O)c2ccc3c(c2)OCCO3)nnc1-c1ccco1
  A: -3	B: -14%	C: 13%	D: -4%	E: -4%	F: -10%	G: -2%	H: -1%	I: 3%
CC(C)(C)c1n[nH]c(=S)n(/N=C/c2cccs2)c1=O
  A: -8	B: -1%	C: 16%	D: -6%	E: -2%	F: 2%	G: -6%	H: -2%	I: -6%
Cc1ccc2c(Cl)cc(Cl)c(OCC(=O)Nc3cc(S(=O)(=O)N(C)C)ccc3C)c2n1
  A: 20	B: -14%	C: 3%[57.1 µM]	D: -1%	E: 0%	F: 12%	G: -7%	H: -3%	I: 31%[activator]
COc1cccc(/C=C2\SC(N3CCCC(C)C3)=NC2=O)c1OC (stereo unspecified)
  A: 1	B: -8%	C: 18%	D: 12%	E: 7%	F: -3%	G: -16%	H: -3%	I: 10%
O=c1c(O)c(-c2ccc(O)cc2)oc2ccccc12
  A: .	B: 41%[activator]	C: .	D: -13%[60.1 µM]	E: -1%	F: 1%	G: .	H: 4%	I: .
NC(=O)Nc1ccc(C(=O)OCC(=O)NC2CCCc3ccccc32)cc1 (stereo unspecified)
  A: -4	B: .	C: .	D: -8%	E: 1%	F: -8%	G: -15%	H: .	I: 24%
O=C(CC1C(=O)NCCN1Cc1ccccc1C(F)(F)F)NC1CCCCCC1 (stereo unspecified)
  A: -6	B: -12%	C: 23%	D: -3%	E: -2%	F: 7%	G: -11%	H: -5%	I: -8%

Ordered by the number under Apoferritin bind (lowest first): three from the list above
Structure | LDHA inh | Apoferritin bind | POLB inh | POLK inh | GRP78 ERSR act | APE1 inh | POLH inh | BLM helicase inh | POLI inh
COCCn1c(SCC(=O)c2ccc3c(c2)OCCO3)nnc1-c1ccco1 | -3 | -14% | 13% | -4% | -4% | -10% | -2% | -1% | 3%
Cc1ccc(S(=O)(=O)NCC(=O)OCC(=O)NC(=O)NC2CCCC2)cc1 | -9 | -8% | -9% | -19% | -1% | 1% | -14% | -5% | 37%[activator]
CC(C)(C)c1n[nH]c(=S)n(/N=C/c2cccs2)c1=O | -8 | -1% | 16% | -6% | -2% | 2% | -6% | -2% | -6%

New compounds follow:
Short keys: A = LDHA inh; B = Apoferritin bind; C = POLB inh; D = POLK inh; E = GRP78 ERSR act; F = APE1 inh; G = POLH inh; H = BLM helicase inh; I = POLI inh
S=C(NCc1ccco1)Nc1ccc(Cl)c(Cl)c1
  A: -2	B: ?	C: 9%	D: -16%	E: 4%	F: ?	G: -10%	H: -9%	I: -1%
CCN(CC)S(=O)(=O)c1ccc2oc(C(=O)NCCN3CCOCC3)c(C)c2c1
  A: -3	B: -2%	C: 2%	D: 0%	E: -4%	F: 7%[12.4 µM]	G: -16%	H: 2%	I: 161%[activator]
O=C(Cn1ncc2c3ccccc3n(Cc3ccccc3)c2c1=O)NCCc1ccc(Cl)cc1
  A: 4	B: -13%	C: 29%	D: -1%	E: -3%	F: .	G: -10%	H: -2%	I: 41%[activator]
COc1ccc(NC(=S)N(CCCN2CCOCC2)Cc2ccco2)cc1
  A: -2	B: -8%	C: 41%	D: -20%	E: 0%	F: 4%	G: -3%	H: -6%	I: -16%

Of the compounds above, these have four or more nitrogen atoms:
Short keys: A = LDHA inh; B = Apoferritin bind; C = POLB inh; D = POLK inh; E = GRP78 ERSR act; F = APE1 inh; G = POLH inh; H = BLM helicase inh; I = POLI inh
CC(=O)c1ccc(NC(=O)CC23CC4CC(C2)CC(n2nnc(C)n2)(C4)C3)cc1
  A: 0	B: -17%	C: 6%	D: 6%	E: 0%	F: -2%	G: -1%	H: -8%	I: 18%
COc1ccccc1CNS(=O)(=O)c1ccc(-n2cnnn2)c(OC)c1
  A: -1	B: 1%	C: 22%	D: -16%	E: -4%	F: -15%	G: -10%	H: -1%	I: 4%
CCn1c(SCC(=O)Nc2cc(C)on2)nc2c(c1=O)SCC2
  A: -7	B: -5%	C: -1%	D: -12%	E: -5%	F: -4%	G: -11%	H: -4%	I: 15%
COC(=O)c1cc(NC(=O)CSc2nnc(N)s2)ccc1Cl
  A: 0	B: -9%	C: -3%	D: 1%	E: -1%	F: 14%	G: -5%	H: -11%	I: 6%
N#Cc1ccccc1S(=O)(=O)N1CCN(C(=O)c2ccc(-n3cncn3)c([N+](=O)[O-])c2)CC1
  A: 3	B: .	C: .	D: 4%	E: -7%	F: -8%	G: 1%	H: .	I: -20%
CC(C)(C)c1n[nH]c(=S)n(/N=C/c2cccs2)c1=O
  A: -8	B: -1%	C: 16%	D: -6%	E: -2%	F: 2%	G: -6%	H: -2%	I: -6%
O=C(Cn1ncc2c3ccccc3n(Cc3ccccc3)c2c1=O)NCCc1ccc(Cl)cc1
  A: 4	B: -13%	C: 29%	D: -1%	E: -3%	F: .	G: -10%	H: -2%	I: 41%[activator]
